# tuberculosis growth = growth inhibition of non-replicating M. tuberculosis (AID 488890); one-dose inhibition, % at 25 µM; IC50 in µM for titrated hits; 320,000 compounds, 0.39% hits; Mycobacterium tuberculosis non-replicating, growth inhibition; higher % means a stronger effect; in the data active = a potency from the dose series; inconclusive = inhibition mostly from about 82% at the one dose, without a potency; inactive = the rest, 99 in 100 with inhibition below about 76%;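 also: plate controls were DMSO cells for no effect and high antibiotic wells for full effect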
# M. tuberculosis HTS = M. tuberculosis growth inhibition, HTS (AID 449762); 330,000 compounds, 0.59% hits; one-dose inhibition, % at 25 µM; IC50 in µM for titrated hits; M. tuberculosis H37Rv growth inhibition, 7H9 media; higher % means a stronger effect; in the data active = a potency from the dose series; inconclusive = inhibition above about 70% without an active follow-up result;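 also: bacterial growth assessed after seven days of incubation; strong numbers were not always called active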
# inhibitors of VEEV = inhibitors of VEEV TC-83 cytopathic effect, confirmation, Vero cells (AID 588727). Vero cells, VEEV TC-83 cytopathic effect inhibition; higher % means a stronger effect. 350,000 compounds, 0.13% hits. inhibition, % at 20 µM, or IC50 in µM where a hit was titrated; in the data active = a potency from the dose series; inconclusive = inhibition mostly from about 14% at the one dose, without a potency; inactive = the rest, 99 in 100 with inhibition below about 12%; also: strong numbers were not always called active
# PhoP GFP inhibition = PhoP regulon inhibitors, Salmonella typhi PhoP promoter GFP reporter, confirmatory (AID 1850); Salmonella Typhi PhoP-promoter GFP reporter, fluorescence, 4 h; higher % means a stronger effect; one-dose inhibition, % at 50 µM; IC50 in µM for titrated hits; 310,000 compounds, 0.33% hits; in the data active = a potency from the dose series; inconclusive = inhibition mostly from about 25% at the one dose, without a potency; inactive = the rest, 99 in 100 with inhibition below about 19%;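 also: 0% = induced wells with vehicle and 100% = uninduced wells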
# H1N1 NS1A inhibition = H1N1 influenza NS1A inhibitors, functional cell based assay (AID 504329); NS1A functional cell-based assay, percent inhibition; higher % means a stronger effect; one-dose inhibition, % at 12.5 µM; IC50 in µM for titrated hits; 340,000 compounds, 0.3% hits; in the data active = a potency from the dose series; inconclusive = inhibition above about 27% without an active follow-up result; also: strong numbers were not always called active
# inhibitors of VEEV 10K pilot screen = recorded beside inhibitors of VEEV, whose call it bears; inhibition, %; measured here: 10K pilot screen inhibition
# The depositor's hits bear a star; i = inactive; ? = inconclusive; . = no result given.
# Sample of the layout (14 entries):
SMILES,tuberculosis growth,M. tuberculosis HTS,inhibitors of VEEV,PhoP GFP inhibition,H1N1 NS1A inhibition,others
CCOc1ccc(CN2CCC(C(=O)N3CCN(c4ccccc4F)CC3)CC2)cc1OC,17%,1%,i,5%,4%,
CC[C@H](C)Cc1cn([C@@H](CCCCNC(=O)OC(C)(C)C)C(=O)NCCCCCCCCCCC(=O)N2CCN(C(=O)OC(C)(C)C)CC2)nn1,22%,2%,5.4%,-2%,7%,
O=C(O)CCn1ccnc1-c1ccccc1,-9%,2%,0.7%,4%,-14%,
COC(=O)C1=C(c2ccccc2)C[C@@H]2CC[C@H]1N2C(=O)NCCNC(C)=O,-6%,-7%,0.2%,-2%,7%,
COCCNC(=O)CSc1nc(N)c(NC(=O)c2ccccc2F)c(=O)[nH]1,-6%,0%,i,-4%,-11%,
O=C(Cn1ncc2c3ccccc3n(Cc3ccc(F)cc3)c2c1=O)N1CCC2(CC1)OCCO2,23%,4%,2.6%,-3%,6%,inhibitors of VEEV 10K pilot screen=1.6
O=C(COC(=O)/C=C/C(=O)OCC(=O)NC12CC3CC(CC(C3)C1)C2)NC12CC3CC(CC(C3)C1)C2,6%,-3%,3.1%,5%,-2%,inhibitors of VEEV 10K pilot screen=2.1
COc1ccc(OC)c(-n2c(C)cc(C=O)c2C)c1,5%,0%,0.8%,1%,12%,
CCC(C)N(CCNC(=O)c1ccc(NC2=NC3CS(=O)(=O)CC3S2)cc1)Cc1ccco1 (stereo not drawn),4%,-1%,1.6%,1%,6%,
CC(NC(=O)COC(=O)CCNC(=O)c1ccco1)C12CC3CC(CC(C3)C1)C2 (stereo not drawn),-5%,-1%,0.2%,-2%,-14%,
COc1ccccc1CNC(=O)Cc1csc(NC(=O)Nc2ccccc2OC)n1,21%,-12%,8.1%,7%,-3%,
Cc1ccc2c(c1)c(=O)c1c3n2CCN(CC#N)C3CC1 (stereo not drawn),-2%,10%,i,-31%,-7%,
COc1cccc(C2Oc3ccccc3C3CC(c4cccs4)=NN32)c1 (stereo not drawn),?,-6%,1.8%,2%,.,
COC(=O)c1ccc(OCC(O)CN2CCOCC2)cc1 (stereo not drawn),8%,1%,i,7%,15%,

# The listing, from the first entry:
SMILES,tuberculosis growth,M. tuberculosis HTS,inhibitors of VEEV,PhoP GFP inhibition,H1N1 NS1A inhibition,others
CCOc1ccc(CN2CCC(C(=O)N3CCN(c4ccccc4F)CC3)CC2)cc1OC,17%,1%,i,5%,4%,
CC[C@H](C)Cc1cn([C@@H](CCCCNC(=O)OC(C)(C)C)C(=O)NCCCCCCCCCCC(=O)N2CCN(C(=O)OC(C)(C)C)CC2)nn1,22%,2%,5.4%,-2%,7%,
O=C(O)CCn1ccnc1-c1ccccc1,-9%,2%,0.7%,4%,-14%,
COC(=O)C1=C(c2ccccc2)C[C@@H]2CC[C@H]1N2C(=O)NCCNC(C)=O,-6%,-7%,0.2%,-2%,7%,
COCCNC(=O)CSc1nc(N)c(NC(=O)c2ccccc2F)c(=O)[nH]1,-6%,0%,i,-4%,-11%,
O=C(Cn1ncc2c3ccccc3n(Cc3ccc(F)cc3)c2c1=O)N1CCC2(CC1)OCCO2,23%,4%,2.6%,-3%,6%,inhibitors of VEEV 10K pilot screen=1.6
O=C(COC(=O)/C=C/C(=O)OCC(=O)NC12CC3CC(CC(C3)C1)C2)NC12CC3CC(CC(C3)C1)C2,6%,-3%,3.1%,5%,-2%,inhibitors of VEEV 10K pilot screen=2.1
COc1ccc(OC)c(-n2c(C)cc(C=O)c2C)c1,5%,0%,0.8%,1%,12%,
CCC(C)N(CCNC(=O)c1ccc(NC2=NC3CS(=O)(=O)CC3S2)cc1)Cc1ccco1 (stereo not drawn),4%,-1%,1.6%,1%,6%,
CC(NC(=O)COC(=O)CCNC(=O)c1ccco1)C12CC3CC(CC(C3)C1)C2 (stereo not drawn),-5%,-1%,0.2%,-2%,-14%,
COc1ccccc1CNC(=O)Cc1csc(NC(=O)Nc2ccccc2OC)n1,21%,-12%,8.1%,7%,-3%,
Cc1ccc2c(c1)c(=O)c1c3n2CCN(CC#N)C3CC1 (stereo not drawn),-2%,10%,i,-31%,-7%,
COc1cccc(C2Oc3ccccc3C3CC(c4cccs4)=NN32)c1 (stereo not drawn),?,-6%,1.8%,2%,.,
COC(=O)c1ccc(OCC(O)CN2CCOCC2)cc1 (stereo not drawn),8%,1%,i,7%,15%,
O=P(OCC1CC1)(c1ccccc1)c1ccccc1,5%,8%,1.3%,-11%,-4%,
Nc1c(C(=O)NCCc2ccc(Cl)cc2)sc2ccc(S(=O)(=O)N3CCCCC3)cc12,-10%,9%,.,-5%,.,
Cc1cc(C)cc(NS(=O)(=O)c2c(C(=O)N3CCOCC3)c(C)n(C)c2C)c1,-10%,-5%,i,-6%,3%,
Cc1oc(-c2ccc(Cl)cc2)cc1C(=O)O,68%,17%,0.2%,-5%,-7%,
Cc1ccc(OCCCCCN2CCOCC2)c(Cl)c1,1%,-3%,i,-1%,2%,
COc1ccc(C(=O)N/N=C\c2coc3ccc(Cl)cc3c2=O)cc1,15%,-2%,7.6%,-6%,22%,
O=C(c1ccc(C(F)(F)F)cc1)N1CCC(=O)N(C(COCc2ccccc2)Cc2ccccc2)CC1 (stereo not drawn),7%,5%,1.4%,-3%,1%,
Cc1ccc(CNn2cnnc2SCc2ccc(F)cc2)cc1,27%,-21%,i,-9%,-1%,
CCc1ccc(NC(=O)CSc2nc3ccccc3c(=O)n2CCCN2CCC(C)CC2)cc1,?,?,0.6%,6%,1%,
COc1ccccc1CNC(=O)COC(=O)c1cccc(S(=O)(=O)N2CCCCC2)c1,-4%,-5%,i,-7%,2%,
O=C(NCC1(N2CCCCC2)CCCCC1)c1ccc(S(=O)(=O)N2CCCC2)cc1,15%,-1%,i,6%,1%,

# 3 compounds picked at random from the list so far, as already listed:
SMILES,tuberculosis growth,M. tuberculosis HTS,inhibitors of VEEV,PhoP GFP inhibition,H1N1 NS1A inhibition,others
Cc1ccc2c(c1)c(=O)c1c3n2CCN(CC#N)C3CC1 (stereo not drawn),-2%,10%,i,-31%,-7%,
COC(=O)C1=C(c2ccccc2)C[C@@H]2CC[C@H]1N2C(=O)NCCNC(C)=O,-6%,-7%,0.2%,-2%,7%,
COc1cccc(C2Oc3ccccc3C3CC(c4cccs4)=NN32)c1 (stereo not drawn),?,-6%,1.8%,2%,.,

# New compounds follow:
SMILES,tuberculosis growth,M. tuberculosis HTS,inhibitors of VEEV,PhoP GFP inhibition,H1N1 NS1A inhibition,others
O=C(c1ccco1)N(CCC(c1ccccc1)c1ccco1)Cc1ccc(F)cc1 (stereo not drawn),13%,-9%,0.4%,3%,-2%,inhibitors of VEEV 10K pilot screen=4.0
CC1CCN(C(=O)COC(=O)c2ccc3c(c2)OCCO3)CC1,10%,8%,1.6%,.,-2%,
COc1ccc(CCNC(=O)CCn2c(=O)[nH]c3cc(OC)c(OC)cc3c2=O)cc1OC,2%,-4%,9.2%,-8%,-6%,
CC(=O)Oc1ccccc1C1=NN(C(=O)/C=C/c2ccccc2)C(c2ccccc2)C1 (stereo not drawn),41%,37%,8.6%,-9%,2%,
O=C(CNC1CCCCC1)Nc1ccc([N+](=O)[O-])cc1C(=O)Nc1ccccc1F,13%,9%,5.7%,4%,-7%,
O=C1CCC(C(=O)OCC(=O)C23CC4CC(CC(C4)C2)C3)N1 (stereo not drawn),-6%,1%,2.4%,-6%,-3%,
CCOC(=O)[C@@H]1[C@H]2COc3cc(OC)ccc3[C@@H]2N2C(=O)N(c3ccc(C(F)(F)F)cc3)C(=O)[C@]12C,-18%,1%,i,6%,11%,
COc1ccccc1CNC(=O)COC(=O)c1ncc(Cl)c(Cl)c1Cl,26%,-10%,0.3%,0%,-11%,
CCOC(=O)c1nnn(-c2nonc2N)c1-c1ccc(Br)cc1,-2%,1%,0.9%,-3%,0%,
Cc1cc(NC(=O)CSC2=NS(=O)(=O)c3ccccc3N2)no1,10%,1%,0.1%,10%,-14%,
CC(C)CCOc1cccc(C2c3c(oc4ccccc4c3=O)C(=O)N2CCCN2CCOCC2)c1 (stereo not drawn),.,.,i,.,0%,
Cn1c(CNC(=O)c2ccccc2F)nnc1SCc1ccc(Cl)cc1,-6%,5%,2.0%,-17%,-6%,
O=C1Nc2cc(C(=O)N3CCN(Cc4ccccc4)CC3)ccc2SC1N1CCOCC1 (stereo not drawn),2%,-8%,1.7%,1%,7%,
CC(C)(C)C(=O)NCc1ccc(C(=O)CN2C(=O)NC3(CCCC3)C2=O)s1,.,.,1.5%,.,-16%,
CC(c1nc2ccccc2c(=O)[nH]1)N(C)c1ccc2ccccc2c1 (stereo not drawn),27%,-13%,i,-14%,0%,inhibitors of VEEV 10K pilot screen=1.1
COc1ccc2oc(=Nc3cccc(F)c3)c(C(N)=O)cc2c1,-12%,8%,1.7%,-10%,-10%,
CCNCCC(=O)N1c2ccccc2Sc2ccc(C(F)(F)F)cc21,8%,1%,i,-2%,7%,
COc1ccc(N2C(=O)CSC23CCC(C(C)(C)C)CC3)cc1 (stereo not drawn),12%,5%,i,-3%,-2%,
O=C(COc1ccc([N+](=O)[O-])cc1)Nc1ccc(NC(=O)c2ccccc2)cc1,-6%,-3%,2.7%,-5%,-8%,
O=C(NCc1cccnc1)c1cc2nc(-c3cccs3)cc(C(F)(F)Cl)n2n1,26%,3%,?,5%,0%,
COc1ccc(CN(C)S(=O)(=O)c2nnc(NC(=O)c3ccc(C)cc3)s2)cc1OC,5%,12%,0.6%,-15%,-6%,
Nc1nnc(SCC(=O)OCc2ccc(F)cc2)s1,-10%,-5%,1.0%,-7%,-6%,
CN(Cc1ccccc1)C(=O)c1cccc(N2C(=O)C3CC=CCC3C2=O)c1 (stereo not drawn),-9%,-7%,i,-4%,-13%,
O=C(O)C1CCN(S(=O)(=O)c2ccc(N3CCCC3C(=O)O)c([N+](=O)[O-])c2)CC1 (stereo not drawn),-7%,-1%,1.3%,-5%,-7%,
O=C(CSc1nn(-c2ccccc2)c(=S)s1)Nn1cnnc1,22%,4%,0.1%,-13%,3%,
# Next entries
SMILES,tuberculosis growth,M. tuberculosis HTS,inhibitors of VEEV,PhoP GFP inhibition,H1N1 NS1A inhibition,others
NC(=O)C[C@@H]1N[C@]2(C(=O)Nc3ccccc32)[C@@H]2C(=O)N(C3CCCCC3)C(=O)[C@H]12,9%,-2%,2.4%,-8%,-2%,
CCCC(=O)Nc1ccc(N2CCN(C(=O)c3ccccc3C)CC2)cc1,6%,-8%,0.4%,-13%,1%,
CSCC(=O)N1CCC(n2nccc2NC(=O)CCCc2ccccc2)CC1,2%,-4%,1.4%,-3%,1%,
O=C1CSCC(=O)N1c1ccccc1,-9%,0%,1.6%,-5%,-12%,
C=CCN(c1ccccc1)S(=O)(=O)c1ccc2c(c1)NC(=O)C(C)C(=O)N2 (stereo not drawn),7%,-5%,6.3%,-8%,3%,inhibitors of VEEV 10K pilot screen=1.5
CCCCN(CC)C(=O)C1CCCN(S(=O)(=O)c2cccc3nsnc23)C1 (stereo not drawn),0%,0%,i,-18%,4%,
Cc1cccnc1NC(=O)c1cc2c(=O)oc3ccccc3c2s1,-8%,10%,i,-2%,19%,
C/C(=N\NC(=O)C(c1ccccc1)c1ccccc1)c1ccc(O)cc1,4%,6%,0.8%,-4%,2%,
Cc1nnc(SCc2ccccc2)n1N,-1%,-4%,2.2%,1%,-6%,
COc1ccc(S(=O)(=O)N2CCC(C(=O)Nc3ccc(OC)c(OC)c3)CC2)cc1C,-3%,1%,i,2%,1%,
COc1ccccc1NC(=O)C1Cc2ccccc2CN1C(=O)c1ccco1 (stereo not drawn),4%,-14%,1.7%,6%,0%,
COc1ccc(CN(C(=O)c2ccco2)c2ccccc2)cc1,4%,-4%,i,4%,-3%,
O=C1[C@@H]2C(Cc3ccc(O)cc3)NC3(C(=O)Nc4ccc(F)cc43)[C@@H]2C(=O)N1c1ccccc1 (stereo partly drawn),30%,3%,5.4%,0%,9%,
CCOCCCn1c(=S)[nH]c2cc(C(=O)NCc3ccc(F)cc3)ccc2c1=O,-6%,4%,0.2%,-2%,-8%,
COc1ccc(N2CCN(C3CCCCC3NS(=O)(=O)c3ccccc3)CC2)cc1 (stereo not drawn),12%,-2%,i,-13%,12%,
CCC(C)N(C(=O)COC(=O)c1cc([N+](=O)[O-])ccc1N)C1CCS(=O)(=O)C1 (stereo not drawn),-4%,-29%,6.7%,-9%,11%,
COc1cccc(CNC(=O)N2CCN(c3ccccc3Cl)CC2)c1,8%,-2%,3.3%,10%,-12%,
CCC(C)NC(=O)c1ccc([N+](=O)[O-])c(Cl)c1 (stereo not drawn),-13%,9%,i,3%,4%,
Cc1cc[n+](-c2[nH]c(=O)sc2/C=N/N=C(\[O-])c2ccccc2)cc1C,.,.,1.7%,.,-14%,

# From PubChem BioAssay

# Outcome played no part in choosing rows (roughly 1.5% active in at least one column).
